DRD3 antagonist – antagonists of human D3 dopamine receptor | P35462 | D3R cells, DiscoveRx beta-arrestin luminescence, antagonist mode; active compounds read low | max response, negative = inhibition, % | 2.5% of 360,000 active | AID 652054; in the data active = max response below about -50%; inconclusive = no clear call, values can overlap the other calls; also: % is scaled to controls: 0 for no effect and ±100 for the full control effect; mostly tested at two doses, the higher about 12 µM
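Cells plated overnight at 1500 cells/well, then exposed to library compounds with dopamine controls for 90 minutes at 37 degrees C. DiscoveRx reagent added for 30–60 minutes at room temperature; luminescence read, quantitative HTS format.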
PTHR1 agonist – PTHR1 (human) receptor agonism. 0.075% of 410,000 active. Q03431. Potency, µM (doses to about 115 µM), for the others: top-dose activation, hits mostly activators. HEK293 GP2 PTHR1 cells, GloSensor cAMP luminescence, 1 h; also: potency is read from the fitted curve at half-maximal effect; nearly all actives have a fitted effect of over 55% in size; some results filed as inactive show a strong effect at the top dose; inactives centre near -15; many of its hits are not listed in these tables
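HEK-293-derived GP2 cells expressing PTHR1 and a GloSensor cAMP reporter, 3,000/well, plated overnight, given luciferin plus IBMX (each 0.5 mM as added) for 1 h at 37 °C, then compound for 1 h at 37 °C. Luminescence was read after 15 min at room temperature.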
Akt phos inh – inhibitors of Akt phosphorylation; Neuro2A IGF-stimulated pAkt S473 HTRF, 20 min; active compounds read low; activity change, % for hits at 50 µM; 0.32% of 360,000 active; AID 651550; in the data active = activity change below about -80%; inconclusive = mostly about -51% to -80%; also: % is scaled to controls: 0 for no effect and ±100 for the full control effect
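Neuro2A cells in DMEM with 0.5% FBS, overnight at 37 deg C, given compound at single 50 µM final, then IGF (6 nM final) for 20 min at 37 deg C. Lysed; phospho-Akt Ser473 by HTRF after 24 h, 665/615 ratio.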
EPAC2 antagonist – EPAC2 (human) antagonism | 0.18% of 360,000 active | EPAC2 GEF exchange of Rap1B-BODIPY-GDP, fluorescence | Q8WZA2 | AID 720708 | Potency, µM (doses to about 114 µM), for the others: top-dose activity, negative = inhibition, usual class: inhibitors; also: potency is read from the fitted curve at half-maximal effect; % is scaled to controls: 0 for no effect and ±100 for the full control effect; nearly all actives have a fitted effect of over 45% in size; many of its hits are not listed in these tables
Target sequence (Q8WZA2 whole entry, looked up): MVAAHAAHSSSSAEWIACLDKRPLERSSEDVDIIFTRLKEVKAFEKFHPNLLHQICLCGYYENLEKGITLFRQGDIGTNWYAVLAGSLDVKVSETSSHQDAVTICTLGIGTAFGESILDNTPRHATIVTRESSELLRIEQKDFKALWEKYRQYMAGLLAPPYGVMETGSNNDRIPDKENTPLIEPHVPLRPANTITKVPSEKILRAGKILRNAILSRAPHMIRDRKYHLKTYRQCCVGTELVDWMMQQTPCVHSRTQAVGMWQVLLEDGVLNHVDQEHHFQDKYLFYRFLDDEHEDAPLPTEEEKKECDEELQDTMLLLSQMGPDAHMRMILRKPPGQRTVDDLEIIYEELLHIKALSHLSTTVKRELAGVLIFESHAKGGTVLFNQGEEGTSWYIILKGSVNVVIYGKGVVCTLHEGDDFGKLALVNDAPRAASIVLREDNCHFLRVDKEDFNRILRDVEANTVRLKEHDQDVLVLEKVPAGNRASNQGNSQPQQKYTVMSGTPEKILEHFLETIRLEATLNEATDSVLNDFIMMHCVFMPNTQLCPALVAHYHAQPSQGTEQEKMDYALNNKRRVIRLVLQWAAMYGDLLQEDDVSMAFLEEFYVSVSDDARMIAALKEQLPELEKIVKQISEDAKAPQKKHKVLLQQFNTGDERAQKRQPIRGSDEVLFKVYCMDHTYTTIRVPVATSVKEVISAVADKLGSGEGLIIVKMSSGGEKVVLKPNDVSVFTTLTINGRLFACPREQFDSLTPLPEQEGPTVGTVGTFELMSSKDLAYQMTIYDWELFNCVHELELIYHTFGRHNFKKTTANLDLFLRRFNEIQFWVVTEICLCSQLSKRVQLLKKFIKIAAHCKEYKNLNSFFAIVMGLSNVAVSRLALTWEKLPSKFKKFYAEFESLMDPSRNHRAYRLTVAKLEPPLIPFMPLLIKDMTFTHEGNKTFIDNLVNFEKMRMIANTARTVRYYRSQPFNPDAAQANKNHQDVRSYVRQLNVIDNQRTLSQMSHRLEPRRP
MmCpn inh – inhibitors of Methanococcus maripaludis chaperonin (MmCpn) | 0.031% of 330,000 active | Potency, µM (top dose mostly 76.9 µM), inactives show at the highest dose activity, negative = inhibition, hits mostly inhibitors | AID 504842 | purified Mm-Cpn ATPase, ADP Transcreener TR-FRET; also: potency is read from the fitted curve at half-maximal effect; % is scaled to controls: 0 for no effect and ±100 for the full control effect; nearly all actives have a fitted effect of over 80% in size
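25 nM Mm-CPN + cpd, 10 min 37°C; + 10 uM ATP, 30 min 37°C; buffer 30 mM Tris pH 7.4, 100 mM KCl, 5 mM MgCl2, 1 mM DTT; Transcreener ADP HTRF detection 30 min RT.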
EPAC2 ag – agonists of human EPAC2 (RAPGEF4) | Q8WZA2 | EPAC2 activation, biochemical qHTS; response scale: 100% = 6.5 mM cAMP response | Potency, µM (doses to about 154 µM), for the others: at the top dose activation, usual class: activators | 0.079% of 360,000 active; also: potency is read from the fitted curve at half-maximal effect; nearly all actives have a fitted effect of over 50% in size
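EPAC2 (100 nM) mixed with Rap1B loaded with BODIPY-GDP (250 nM) plus 50 uM unlabeled GDP; compounds pinned in, 5 min RT, then read every 5 min for 30 min (ex 480, em 540 nm). Normalized to cAMP control.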
D3 ag – agonists of human D3 dopamine receptor. P35462. D3R DiscoveRx beta-arrestin cells, luminescence, 90 min. max activation, %. 0.58% of 410,000 active. AID 652048; in the data active = max activation above about 30%; also: 0% is about no effect; mostly tested at two doses, the higher about 12 µM
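Agonist-mode cell screen: cells plated at 1500/well and incubated overnight at 37 °C, then exposed to library compounds for 90 min at 37 °C. Detection reagent was added for 30–60 min at room temperature, and luminescence was read.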
CCT modulator – cytosolic chaperonin activity modulation. purified chaperonin ATPase assay, HTRF ADP detection, 30 min. activity change, % (concentration not given with the values), hits read low. 0.3% of 360,000 active. AID 651819; in the data active = activity change below about -30%; also: % is scaled to controls: 0 for no effect and ±100 for the full control effect
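First, chaperonin was dispensed at 40 nM or 20 nM final depending on batch activity. Next, compounds were pinned at 76 uM and ATP added at 10 uM. After 30 min at 37 °C, ADP detection reagents ran 30 min at ambient temperature.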
Numbers without * were called inactive; i = inactive; ? = inconclusive; · = no result given; & = joins results of further samples; [ ] = dose if it differs, or a comment. Unless noted, calls follow the shape of the dose curve; as a rule, active = well fitted curve in the direction sought with a large enough effect; inconclusive = small, poorly fitted or top-dose-only effect, or another doubt; inactive = no such curve, though single readings can be large; an effect the other way counts as inactive or inconclusive. This is a subset; count on the stated rates, not on these rows.

| structure | DRD3 antagonist | PTHR1 agonist | Akt phos inh | EPAC2 antagonist | MmCpn inh | EPAC2 ag | D3 ag | CCT modulator |
| --- | --- | --- | --- | --- | --- | --- | --- | --- |
| CC(=O)NC(Cc1ccc(F)c(F)c1)C(=O)NC1CCN(c2c(Cc3ccccc3)c(C)nc3ncnn23)CC1 (stereo not drawn) | 2.7 | -17.2% | i | -15.1% | -1.2% | 2.1% | -2.6 | -2.7 |
| O=C1CC(=O)Nc2cc(S(=O)(=O)N3CCOc4ccccc43)ccc2N1 | -0.6 | i | i | 5.2% | 1.2% | 9.0% | -1.2&3.2 | -2.2 |
| Cc1ccc2nc(N3C(=O)C(O)=C(C(=O)c4cc5ccccc5o4)C3c3cccs3)sc2c1 (stereo not drawn) | -4.5 | -6.6% | i | 0.8% | -4.1% | -11.9% | 1.4 | 0.0 |
| CCOc1ccccc1N(CC(=O)Nc1cc(OC)ccc1OC)S(=O)(=O)c1ccccc1 | 11.7 | i | i | -8.0% | -1.4% | 7.4% | 0.9 | -3.5 |
| O=C(Cc1ccccc1)Nc1cc([N+](=O)[O-])ccc1N1CCOCC1 | -10.9 | i | i | -4.2% | 1.3% | 7.5% | -2.5 | -6.1 |
| COc1cccc(-n2c(C)nnc2SCC(=O)Nc2ccccc2N2CCOCC2)c1 | 9.4 | -3.5%[57.5 µM] | i | -0.3% | -0.6% | 13.0% | -4.5 | -1.5 |
| CS(=O)(=O)c1ccc(C(=O)NCc2ccccc2F)cc1 | -6.3 | i | i | -2.5% | 0.5% | 6.4% | 5.0 | -5.2 |
| COC(=O)Cn1c(O)c(N=NC(=O)CNC(=O)c2ccncc2)c2ccccc21 | 3.4 | i | i | 2.9% | ? | 0.3% | -2.7 | 1.5 |
| CCN(CC(=O)Nc1ccc(OC)cc1)C(=O)c1cc(-c2cccs2)nn1-c1ccccc1 | 7.1 | -30.2%[inhibitor] | i | -2.9% | -2.1% | 1.8% | -17.5 | -1.5 |
| Cn1c(SCc2ccc(C#N)cc2)nnc1-c1cccc(Cl)c1 | -19.1 | i | i | -8.0% | -1.0% | 8.9% | -6.2 | -6.2 |
| COc1ccc(C(=O)N2CCC(n3nccc3NC(=O)C3CC3)CC2)c(OC)c1OC | 5.7 | i | i | 4.2% | ? | 2.1% | 7.6 | -2.0 |
| COC(=O)c1cc(=O)n2c(-c3ccc(OC)cc3)csc2n1 | 11.3 | 24.6%[57.5 µM] | i | 4.4% | 0.5% | 4.3% | 0.2 | -0.2 |
| COc1ccc(-n2ncc3c(SCC(=O)NNC(C)=O)ncnc32)cc1 | 1.4 | -35.9% | i | -0.2% | 1.3% | 8.2% | -1.1 | -0.6 |
| CC(C)c1ccc2oc(=O)cc(CN3CCN(Cc4ccccc4)CC3)c2c1 | -12.3 | -26.7% | i | -16.9% | 2.5% | 0.7% | -4.9 | 0.1 |
| CCc1cc(SC#N)cc(C)c1NC(=O)CCl | -56.3* | i | i | 1.0% | -1.0% | 16.0% | -6.8 | -1.5 |
| Cc1cccc(OCCN2C(=O)C(=O)c3cccc(C)c32)c1 | -12.2 | ? | i | 0.6% | 0.4% | 10.0% | -21.1 | -2.0 |
| COc1ccc(/C=N/Nc2ncnc(Cl)c2N)cc1OC | -9.5 | i | i | 3.8% | -1.5% | 5.8% | -5.3 | -2.8 |
| Cc1ccc(N2C(=O)Nc3ccccc3C2(O)C(=O)N2CCN(c3ccccn3)CC2)cc1C (stereo not drawn) | 15.8 | -3.5% | i | 9.5% | -4.5% | 5.6% | 1.5 | -0.5 |
| CC1=CC2=NC(=O)/C(=C\c3cc(C)n(-c4ccccc4F)c3C)C(=N)N2O1 | -29.2 | -10.0% | i | -2.8% | -0.7% | 14.4% | -17.3 | -2.5 |
| CCC(=O)NC(c1ccco1)c1cc(Cl)c2ccccc2c1O (stereo not drawn) | · | -4.6% | · | ? | -0.3% | 7.5% | · | · |
| O=C(N/N=C/c1ccc(O)c([N+](=O)[O-])c1)C1CC1(c1ccccc1)c1ccccc1 (stereo not drawn) | ? | -47.6%[inhibitor] | i | ? | 1.9% | 9.4% | 2.1 | -0.8 |
| Cc1noc(C)c1COC(=O)COc1ccc2c(C)cc(=O)oc2c1 | -8.9 | i | i | 6.2% | -0.4% | -2.6% | 11.7 | 1.1 |
| O=C(COC(=O)/C=C/c1ccc(Cl)c(Cl)c1)NC1CCCC1 | 1.1 | i | i | 2.1% | 1.0% | 2.8% | -3.5 | -14.9 |
| CCCC(=O)N1CCN(c2nc3ccc(Br)cc3s2)CC1 | 15.8 | -24.3% | · | -14.6% | 1.1% | 5.3% | 0.8 | -0.4 |
| COCCNc1nc(Nc2ccc(C#N)cc2)c2sccc2n1 | 39.1 | i | i | -6.5% | · | 3.7% | 14.6 | -9.2 |
| CCOc1ccc(NC(=O)Cc2ccccc2)c([N+](=O)[O-])c1 | -0.5 | -58.5%[inhibitor] | i | -0.9% | 1.9% | -12.1% | -6.9 | -0.6 |
| Cc1onc(-c2c(F)cccc2Cl)c1C(=O)OCC(=O)N(C)c1ccccc1 | 0.8 | -14.9% | i | ? | · | 0.0% | -3.6 | 0.8 |
| O=c1ncn(-c2ccccc2F)c2ncccc12 | -17.4 | i | i | 1.1% | 0.8% | -0.8% | -2.3 | -2.6 |
| C/C(=N\NC(=O)c1ccc(CN2CCOCC2)cc1)c1cccc([N+](=O)[O-])c1 | -11.6 | -57.6%[inhibitor] | i | 6.3% | 1.4% | 11.4% | 0.2 | 0.3 |
| COc1ccc(NC(=O)c2cccc(NC3=NC4CS(=O)(=O)CC4S3)c2)cc1Cl (stereo not drawn) | 0.0 | -3.4% | i | 4.9% | -3.1% | 5.6% | -1.4 | -1.4 |
| CC(C)CCNC(=O)CCc1nnc2n(CCCOC(C)C)c(=O)c3ccccc3n12 | -0.3 | -7.9% | i | 10.4% | -0.3% | 10.2% | 4.6 | -0.7 |
| COc1ccc(N2CC(C(=O)Nc3nnc(SCC(=O)NC(C)(C)C)s3)CC2=O)cc1 (stereo not drawn) | -13.1 | -5.7% | i | -0.2% | 1.0% | 8.2% | 4.4 | -1.0 |
| Cc1cccc2cc(CN(CC3CCCO3)C(=O)c3ccco3)c(=O)[nH]c12 (stereo not drawn) | -11.6 | i | i | 4.4% | 0.5% | -3.3% | 2.9 | 0.2 |
| CC1=C(C)/C(=N\OS(=O)(=O)c2ccccc2)C=CC1=O | -88.8* | -28.3% | i | -0.4% | -0.2% | -4.1% | -5.3 | -0.6 |
| COc1cc(/C=N/Nc2ccc(C(=O)O)cc2)cc(OC)c1OC | -14.8 | i | i | -1.3% | -6.6% | 2.3% | -7.5 | 0.9 |
| COCCN(C(=O)CSc1nnc(-c2ccc(C(C)(C)C)cc2)n1N)c1c(N)n(CC(C)C)c(=O)[nH]c1=O | 9.3 | i | i | 0.9% | -0.8% | 3.7% | -8.5 | -4.2 |
| Cc1ccc(CN2C(=O)CCC2C(=O)N2CCN(c3ccccc3)CC2)cc1 (stereo not drawn) | 16.6 | i | i | 0.9% | -6.8% | 5.0% | -0.4 | 2.1 |
| CC(C)NC(=S)N(CCc1ccncc1)C(C)C | -1.1 | i | i | -0.9% | 2.1% | 16.1% | -2.0 | 0.5 |
| COc1ccc(/C=C/C(=O)O)cc1S(=O)(=O)NCC1CCCO1 (stereo not drawn) | 1.9 | i | i | 1.4% | -2.7% | 10.3% | 4.6 | -3.9 |
| COC(=O)c1c(NC(=O)C(=O)N2CCOCC2)sc2c1CCCC2 | 1.0 | -0.7% | i | -13.9% | -0.7% | 21.7% | 0.3 | -3.8 |
| Clc1cccc(Cc2c(C3CCCCC3)nc3c4ccccc4ccn23)c1 | 0.0 | 3.0% | i | -1.6% | · | 10.4% | -9.5 | -0.4 |
| Cc1cc(C)c(Nc2n[nH]c(=S)s2)cc1C | -22.8 | i | i | -9.0% | · | 3.5% | -4.9 | -1.1 |
| Brc1ccccc1-c1nc2c3ccccc3ncn2n1 | 6.8 | -7.6% | i | -8.7% | 3.1% | 11.6% | 1.7 | 0.3 |
| Cc1cc(Cl)c2oc(C(=O)NCCN3CCCCC3CO)c(C)c2c1 (stereo not drawn) | 2.1 | -15.1% | i | 9.1% | -3.3% | 8.6% | -22.3 | -0.2 |
| CC(C)CN(C(=O)CSc1nncn1C)C1CCS(=O)(=O)C1 (stereo not drawn) | 19.5 | -5.3% | i | -10.9% | 3.1% | 6.0% | 3.6 | 2.8 |
| COc1ccc(CN(C(=O)c2oc3ccccc3c2C)C2CCS(=O)(=O)C2)cc1OC (stereo not drawn) | 5.2 | -19.5% | i | -4.4% | 0.0% | 1.7% | 1.7 | 0.5 |
| CC(=O)Nc1ccc(-c2ccnc3c2CC(C(=O)Nc2ccc(C(C)C)cc2)O3)cc1 (stereo not drawn) | -4.3 | i | i | -8.1% | · | 2.2% | 2.3 | 1.3 |
| CSCCC1C(C#N)=C(N)Oc2n[nH]c(-c3cccs3)c21 (stereo not drawn) | -8.7 | -19.8% | i | -1.3% | -0.5% | -0.8% | -10.5 | -1.7 |
| CCn1c(O)c(C=NCCN2CCOCC2)sc1=S | 21.4 | -11.4%[57.5 µM] | i | 6.3%[57.1 µM] | 1.9% | -10.0% | 0.6 | -3.2 |
| Cc1cc(C(=O)OCC(=O)NCCC(C)C)c2ccccc2n1 | 10.8 | -32.0% | i | -0.5% | 0.1% | 5.0% | 2.3 | -1.8 |
| Cc1nc2c(-c3ccc(F)cc3)c(C)[nH]n2c(=O)c1Cl | 9.6 | ? | i | -7.5% | -1.5% | 9.3% | 3.1 | -1.7 |
| CCCN1CCN(CCCNC(=O)c2ccc(CS(=O)c3ccc(OC)cc3)o2)CC1 (stereo not drawn) | -21.2 | -20.5% | i | 16.4% | 2.0% | 7.6% | -12.6&-16.1 | 0.4 |
| CC(C)(C)OC(=O)Nc1ncnc2c1ncn2C1OC(CO)C2OC(C)(C)OC21 (stereo not drawn) | -21.6 | ? | i | -3.6% | -3.6% | 1.3% | 5.6 | -0.8 |
| COCCN1C(=O)N[C@@H](c2ccccc2)C(C(=O)OC)=C1C | 0.0 | 15.9% | i | 9.9% | 0.7% | 4.4% | 11.2 | -3.9 |
| Cc1ccc(NS(=O)(=O)c2cccc(C(=O)NCC(c3ccco3)N3CCCCC3)c2)cc1 (stereo not drawn) | -10.3 | -63.0%[inhibitor] | i | -16.1% | -1.4% | -2.2% | -29.1 | 4.0 |
| CC(=NNC(=O)c1ccncc1)c1ccc(Cl)c(Cl)c1 | -13.6 | i | i | 6.2% | · | 0.9% | -4.9 | -3.1 |

High-throughput results from PubChem.
